Source: PubChem BioAssay
SENP8 block-1 = blocks human SENP8 cleavage of Nedd8 substrate. recombinant SENP8, Nedd8 substrate fluorescence. inhibition, % at 20 µM. 0.64% of 360,000 active. Q96LD8. AID 602440; in the data active = inhibition mostly above about 40%, no sharp cut-off; inactive = mostly below about 27%
PfGluPho inh = PfG6PD (Plasmodium falciparum) enzyme inhibition. PfGluPho enzyme, NADPH resazurin-diaphorase fluorescence. inhibition, % at 20 µM. 0.78% of 350,000 active. AID 504690;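 active = inhibition reaching at least a set limit at 20 µM in the primary screen, cut at about 59% in these data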;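 also: 0% = DMSO wells with substrate and 100% = DMSO wells lacking glucose-6-phosphate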
SENP6 inh = SENP6 protease inhibition. inhibition, % at 10 µM. Q9GZR1. Recombinant SENP6 catalytic domain, aminoluciferin luminescence. 1.8% of 330,000 active. AID 2599;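 active = inhibition above about 50% at the single tested dose, limit read from the data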;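 also: plate controls were DMSO wells with enzyme for no effect and DMSO wells lacking enzyme for full effect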
Apaf1 inhib = inhibitors of human Apaf-1 apoptosome. reconstituted apoptosome caspase-3 activity, DEVD-Rh110 fluorescence. inhibition, % at 20 µM. 0.71% of 330,000 active. AID 489030; active = inhibition of at least 40% at 20 µM;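 also: plate controls were DMSO wells for no effect and DEVD-CHO caspase inhibitor wells for full effect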
Target sequence (O14727 whole entry, looked up): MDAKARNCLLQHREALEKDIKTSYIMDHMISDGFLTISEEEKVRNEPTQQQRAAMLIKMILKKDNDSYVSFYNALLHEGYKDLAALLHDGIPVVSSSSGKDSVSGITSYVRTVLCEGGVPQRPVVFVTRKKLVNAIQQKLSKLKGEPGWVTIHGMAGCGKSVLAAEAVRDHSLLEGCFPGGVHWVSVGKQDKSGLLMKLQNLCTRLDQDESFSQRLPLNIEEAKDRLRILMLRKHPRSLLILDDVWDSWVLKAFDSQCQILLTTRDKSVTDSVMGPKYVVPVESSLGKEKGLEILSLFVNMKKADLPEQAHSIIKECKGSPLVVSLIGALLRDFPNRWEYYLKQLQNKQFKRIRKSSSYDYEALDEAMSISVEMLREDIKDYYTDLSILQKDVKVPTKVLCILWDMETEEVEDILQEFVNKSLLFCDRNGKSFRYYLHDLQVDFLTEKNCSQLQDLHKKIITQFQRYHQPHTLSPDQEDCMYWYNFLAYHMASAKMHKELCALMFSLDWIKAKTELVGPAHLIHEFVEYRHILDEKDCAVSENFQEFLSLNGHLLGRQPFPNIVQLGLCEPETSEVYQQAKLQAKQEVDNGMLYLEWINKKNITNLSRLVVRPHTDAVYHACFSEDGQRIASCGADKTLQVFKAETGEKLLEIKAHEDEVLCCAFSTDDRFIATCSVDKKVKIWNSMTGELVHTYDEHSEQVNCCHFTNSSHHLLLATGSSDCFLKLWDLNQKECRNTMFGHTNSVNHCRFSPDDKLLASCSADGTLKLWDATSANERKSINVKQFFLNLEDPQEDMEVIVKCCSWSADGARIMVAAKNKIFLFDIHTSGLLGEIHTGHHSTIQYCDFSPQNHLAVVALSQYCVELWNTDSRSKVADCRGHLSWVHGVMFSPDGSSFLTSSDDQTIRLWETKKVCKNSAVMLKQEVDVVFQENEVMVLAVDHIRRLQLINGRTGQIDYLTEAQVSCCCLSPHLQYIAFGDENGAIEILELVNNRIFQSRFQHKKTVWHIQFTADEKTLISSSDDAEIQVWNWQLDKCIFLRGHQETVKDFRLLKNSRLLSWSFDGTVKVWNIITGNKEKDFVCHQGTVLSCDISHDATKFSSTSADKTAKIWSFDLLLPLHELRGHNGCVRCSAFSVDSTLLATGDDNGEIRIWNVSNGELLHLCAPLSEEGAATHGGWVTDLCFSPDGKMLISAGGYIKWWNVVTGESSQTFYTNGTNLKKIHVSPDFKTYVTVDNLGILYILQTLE
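Material: biochemical Apaf-1 apoptosome reconstitution. Medium: Hepes buffer, pH 7.5. Also added: cytochrome c activation, bis-DEVD rhodamine 110 substrate. Timing: 30 min compound preincubation, 50 min activation, room temperature. Measured by: rhodamine 110 fluorescence at Ex 480/Em 540 nm.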
SENP1 inh = SENP1 (human) catalytic domain inhibition; Q9P0U3; AID 624204; inhibition, % at 10 µM; recombinant SENP1 catalytic domain, CyPet-SUMO1-YPet FRET cleavage; 0.21% of 360,000 active;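 active = inhibition at least 30% at 10 µM, raw YFP signal under a set limit, fluorescence ratio 0.5 to 1.5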;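 also: 0% = enzyme with DMSO and 100% = no enzyme wells; some results filed as inactive read as strong as hits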
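Material: hSENP1 catalytic domain, recombinant; medium: Tris pH 8 with BME, BSA, NP40 and catalase; compound: single concentration of 10 µM compound, 0.5% DMSO final; technique: FRET read of cyan and yellow fluorescence; timing: 50 min enzyme reaction, room temperature, light-protected; reagent: SFCypet-SUMO1-SFYpet substrate at 25 nM; control set: no-enzyme low, enzyme-DMSO high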
SENP8 block-2 = SENP8 protease inhibition; Q96LD8; AID 2540; 1.2% of 330,000 active; purified SENP8, Z-RLRGG-aminoluciferin cleavage, luminescence; inhibition, % at 10 µM; in the data active = inhibition above about 50%
NLRP3 yeast inh = inhibitors of NALP3 inflammasome in yeast; inhibition, % at 10 µM; Yeast reconstituted NLRP3/ASC/caspase-1, beta-gal luminescence, 24 h; 0.39% of 330,000 active;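 active = inhibition of 50% or more; inactive = inhibition below 50%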;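 also: plate controls were induced DMSO wells for no effect and uninduced yeast grown without galactose for full effect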
SENP7 block = inhibitors of human SENP7 protease. Q9BQF6. recombinant SENP7, Z-RLRGG-aminoluciferin luminescence, 40 min. inhibition, % at 5 µM. 1.5% of 330,000 active. AID 434973;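 active = inhibition above about 50% at the single test dose, limit read from the data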;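 also: plate controls were DMSO with enzyme for no effect and no enzyme buffer wells for full effect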
HKDC1 inh = inhibitors of human hexokinase HKDC1. recombinant HKDC1, G6PDH/diaphorase resazurin coupled fluorescence. inhibition, % at 20 µM. 0.16% of 340,000 active;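 active = inhibition above about 35% when tested at 20 µM, limit read from the data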;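 also: plate controls were DMSO wells with enzyme for no effect and DMSO wells lacking enzyme for full effect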
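Test system: HK5 enzyme. Quantity: 5 µg/mL HK5 final. Reagent: glucose and ATP substrates. Schedule: 90 min reaction incubation at room temperature, dark. Technique: resazurin-to-resorufin fluorescence via G6PDH and diaphorase coupling, 525/613 nm. Control set: DMSO wells with and without enzyme mix.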
Active calls of the source: *; . = no result given.

Field names: A = SENP8 block-1; B = PfGluPho inh; C = SENP6 inh; D = Apaf1 inhib; E = SENP1 inh; F = SENP8 block-2; G = NLRP3 yeast inh; H = SENP7 block; I = HKDC1 inh
1	CCOc1ccc2nc(NC(=O)c3cccnc3)sc2c1
  A: -133 | B: 1 | C: 84* | D: -9 | E: -1 | F: 71* | G: 33 | H: 86* | I: 5
2	CCCN1CCC(=O)N([C@H](CSc2ccc(C)cc2)c2ccccc2)CC1
  A: -1 | B: -10 | C: -10 | D: 39 | E: -25 | F: -6 | G: 4 | H: -11 | I: -1
3	O=C(/C=C/c1ccco1)NC(=S)Nc1cccc([N+](=O)[O-])c1
  A: 20 | B: -9 | C: 0 | D: -3 | E: 0 | F: 5 | G: 1 | H: 9 | I: -9
4	CC(=O)c1c(OC(=O)c2ccccc2Br)ccc2c(C)cc(=O)oc12
  A: -18 | B: 4 | C: 5 | D: 4 | E: -3 | F: -6 | G: -1 | H: -3 | I: 15
5	CC(C)CSc1nc(N)nc2c1ncn2C1OC(CO)C(O)C1O (stereo not drawn)
  A: -72 | B: -25 | C: . | D: . | E: 2 | F: . | G: . | H: . | I: 3
6	Cc1ccc(OCCC(=O)OCC(=O)N2c3ccccc3CC2C)cc1 (stereo not drawn)
  A: 3 | B: 11 | C: 8 | D: 11 | E: 2 | F: 1 | G: 10 | H: -9 | I: -3
7	COc1ccc2cc(C(=O)NCC3CCCO3)[nH]c2c1 (stereo not drawn)
  A: -65 | B: 4 | C: -28 | D: -1 | E: -6 | F: -5 | G: 8 | H: 7 | I: 3
8	CCN1C(=O)/C(=C/c2ccc(N3CCCC3)cc2)NC1=S
  A: 27 | B: 31 | C: -2 | D: 2 | E: -27 | F: 0 | G: 37 | H: -6 | I: -6
9	CCc1ccc(NC(=O)CSc2nc3ccsc3c(=O)n2CCCCCC(=O)O)cc1
  A: 19 | B: -46 | C: 2 | D: 8 | E: 1 | F: -8 | G: 23 | H: -5 | I: -2
10	CCOc1ccc(N=C2SCC(=O)N2CC)cc1
  A: 19 | B: -17 | C: 3 | D: 2 | E: 0 | F: -2 | G: 23 | H: -5 | I: 4
11	Cc1cccc(C(=O)NCC2CCCO2)c1 (stereo not drawn)
  A: 23 | B: 3 | C: -19 | D: -8 | E: 1 | F: -7 | G: 0 | H: 13 | I: -1
12	COc1ccc(CC(=O)Nc2cccc(Cl)c2C)cc1S(=O)(=O)N1CCOCC1
  A: 27 | B: -3 | C: -5 | D: 2 | E: 2 | F: 3 | G: 12 | H: -3 | I: -3
13	CC(C(=O)Nc1c2c(cc3c1CCC3)CCC2)N1CCCC1 (stereo not drawn)
  A: 10 | B: 13 | C: -1 | D: -10 | E: 3 | F: -9 | G: 12 | H: 3 | I: -13
14	Cn1c(SCC(=O)c2ccccc2)nnc1-c1ccccn1
  A: 33 | B: -12 | C: -19 | D: -1 | E: 2 | F: -15 | G: 6 | H: -15 | I: -8
15	Cc1noc(NS(=O)(=O)c2ccc(NC(=O)CC34CC5CC(CC(Br)(C5)C3)C4)cc2)c1C
  A: 18 | B: -52 | C: 10 | D: 8 | E: 2 | F: 2 | G: 11 | H: 8 | I: 2

Next section; it opens with the four that closed the last part.
Field names: A = SENP8 block-1; B = PfGluPho inh; C = SENP6 inh; D = Apaf1 inhib; E = SENP1 inh; F = SENP8 block-2; G = NLRP3 yeast inh; H = SENP7 block; I = HKDC1 inh
12	COc1ccc(CC(=O)Nc2cccc(Cl)c2C)cc1S(=O)(=O)N1CCOCC1
  A: 27 | B: -3 | C: -5 | D: 2 | E: 2 | F: 3 | G: 12 | H: -3 | I: -3
13	CC(C(=O)Nc1c2c(cc3c1CCC3)CCC2)N1CCCC1 (stereo not drawn)
  A: 10 | B: 13 | C: -1 | D: -10 | E: 3 | F: -9 | G: 12 | H: 3 | I: -13
14	Cn1c(SCC(=O)c2ccccc2)nnc1-c1ccccn1
  A: 33 | B: -12 | C: -19 | D: -1 | E: 2 | F: -15 | G: 6 | H: -15 | I: -8
15	Cc1noc(NS(=O)(=O)c2ccc(NC(=O)CC34CC5CC(CC(Br)(C5)C3)C4)cc2)c1C
  A: 18 | B: -52 | C: 10 | D: 8 | E: 2 | F: 2 | G: 11 | H: 8 | I: 2
16	Cc1ccc(-c2nn3cnnc3c3ccccc23)cc1
  A: 4 | B: 12 | C: -6 | D: 0 | E: 3 | F: -4 | G: 20 | H: -5 | I: -2
17	Cc1ccc(-c2nc3sc4c(N)ncnc4c3c3c2CCCC3)cc1
  A: -119 | B: 0 | C: 0 | D: 0 | E: -38 | F: 12 | G: -11 | H: 4 | I: -1
18	Cc1cccc(NC(=O)CN(C2=NC3CS(=O)(=O)CC3S2)c2ccccc2F)c1 (stereo not drawn)
  A: 3 | B: 3 | C: -15 | D: -4 | E: 3 | F: -7 | G: 1 | H: -1 | I: 1
19	N#CC1=C(SCC(=O)Nc2ccccc2)NC(=O)CC1c1ccc(O)cc1 (stereo not drawn)
  A: 13 | B: -31 | C: -12 | D: 0 | E: 2 | F: -3 | G: -8 | H: 1 | I: 1
20	COc1cc(CNC2CCCCC2OC)cc(OC)c1OC (stereo not drawn)
  A: 12 | B: -10 | C: -4 | D: -6 | E: -2 | F: 3 | G: -6 | H: 3 | I: -6
21	COc1ccc(CNCc2cccc(Oc3ccccc3)c2)cc1
  A: 31 | B: 4 | C: 27 | D: -4 | E: 2 | F: 0 | G: 22 | H: 13 | I: 0
22	COc1ccccc1OC(=O)Cc1cccc2ccccc12
  A: 21 | B: -1 | C: -10 | D: 10 | E: 8 | F: -3 | G: 23 | H: -2 | I: -3
23	COc1ccc(CNC(=O)c2cc(-c3ccncc3)nc3c(C)cc(C)cc23)cc1OC
  A: -72 | B: 10 | C: -21 | D: 12 | E: -4 | F: -5 | G: -4 | H: -11 | I: -3
24	Cc1cc(S(=O)(=O)Nc2ccc(C(=O)NCC(c3ccccc3)N(C)C)cc2)ccc1F (stereo not drawn)
  A: 8 | B: -6 | C: -8 | D: -4 | E: 2 | F: -8 | G: 8 | H: 4 | I: -4
25	Cc1ccc([N+](=O)[O-])cc1NC(=S)NC(=O)C(C)(C)C
  A: 8 | B: -2 | C: -1 | D: -15 | E: 1 | F: -1 | G: 28 | H: -5 | I: -3
26	CC(Sc1n[nH]c(N)n1)C(=O)Nc1ccc(Cl)cn1 (stereo not drawn)
  A: 8 | B: -8 | C: 17 | D: -5 | E: -1 | F: 11 | G: 5 | H: 9 | I: -1
27	Cc1ccc(-c2nc(CN(C)Cc3ccc4nccnc4c3)c(C)o2)s1
  A: -22 | B: -4 | C: 16 | D: 5 | E: -7 | F: -6 | G: 14 | H: 5 | I: -5
28	Cc1ccc(S(=O)(=O)Nc2ccc(C(=O)NCc3cccnc3)cc2)cc1
  A: 9 | B: -9 | C: -8 | D: 5 | E: 1 | F: -2 | G: 16 | H: -2 | I: -6
29	COc1ccc(CN(C(=O)c2oc3cc(C)c(C)cc3c2C)C2CCS(=O)(=O)C2)cc1OC (stereo not drawn)
  A: 14 | B: 9 | C: -10 | D: 34 | E: -1 | F: 2 | G: 23 | H: -5 | I: 1
30	N#Cc1cc2c(=O)n3ccccc3nc2n(-c2ccccc2Cl)c1=O
  A: -373 | B: -13 | C: -17 | D: -9 | E: -34 | F: -5 | G: 16 | H: 1 | I: -5

The list goes on, starting with the last 2 of the part before.
item	compound	SENP8 block-1	PfGluPho inh	SENP6 inh	Apaf1 inhib	SENP1 inh	SENP8 block-2	NLRP3 yeast inh	SENP7 block	HKDC1 inh
29	COc1ccc(CN(C(=O)c2oc3cc(C)c(C)cc3c2C)C2CCS(=O)(=O)C2)cc1OC (stereo not drawn)	14	9	-10	34	-1	2	23	-5	1
30	N#Cc1cc2c(=O)n3ccccc3nc2n(-c2ccccc2Cl)c1=O	-373	-13	-17	-9	-34	-5	16	1	-5
31	CCCn1c(Nc2nc3ccccc3n2C)nc2ccccc21	-293	5	-11	18	2	-11	9	-8	-35
32	N#Cc1cccc(N=c2ssnc2Cl)c1	.	80*	3	6	.	-9	13	0	-13
33	Cc1cc(C)cc(OCC(=O)Nc2ccc(N3CCN(C(=O)c4ccco4)CC3)cc2)c1	-1	8	-10	9	2	-13	15	-6	-9
34	CCOC(=O)CNC(=S)N(CCCN1CCN(C)CC1)Cc1cccs1	11	-18	-21	7	3	-8	11	-13	-6
35	Cc1ccc(NC(=O)CCc2ccc(S(=O)(=O)N3CCOCC3)cc2)c(Cl)c1	11	-6	-19	10	-1	-10	7	-5	0
36	CC(=O)Nc1ccc(Nc2cc(C)nc3c(-c4ccc(Cl)cc4)cnn23)cc1	-400	7	15	33	1	5	26	11	-3
37	COc1cc(C=O)ccc1Oc1nnnn1-c1ccccc1	4	1	-7	-4	1	8	14	-5	-5
38	COC(=O)C1=C(N)N(c2ccccc2F)C2=C(C(=O)CC(C)(C)C2)C1c1ccc(OC)c(OC)c1 (stereo not drawn)	-28	-7	2	13	0	-1	7	7	-6
39	Cc1cc[n+](-c2nc3ccccc3nc2[N-]S(=O)(=O)c2ccccc2)cc1	13	-10	0	1	-3	1	12	0	8
40	CC(=O)c1ccc(-c2nnc(CCC(=O)N3CCCC(C(=O)CC(C)C)C3)o2)s1 (stereo not drawn)	0	2	2	11	2	-6	11	-8	-2
41	Cc1ccnc(NC(=O)c2cccc(NS(=O)(=O)c3ccccc3C)c2)c1	14	-9	.	.	0	.	.	.	-1
42	O=C(Cn1cc(/C=N/NC(=O)c2cccc3ccccc23)c2ccccc21)Nc1ccc(F)cc1	-26	-1	-5	-20	-2	-3	6	-3	1
43	COc1cc(/C=C2/OC(=O)c3cc([N+](=O)[O-])ccc32)cc(OC)c1OC	22	-13	-5	4	19	9	-3	0	1
44	COc1cc(C(=O)Sc2ccc(Cl)cc2)cc(OC)c1OC	21	4	11	-11	0	4	1	10	5
45	COc1ccc(Cl)cc1NS(=O)(=O)c1cccc(C(=O)NC2CCN(Cc3ccccc3)CC2)c1	6	-27	.	.	-13	.	.	.	-1
46	CSc1nnc(-c2ccc(Br)s2)n1C	33	2	-19	-3	1	-8	7	6	-4
47	CC(C(=O)Nc1ccc(O)cc1C(=O)O)N1C(=O)/C(=C\c2cccs2)SC1=S (stereo not drawn)	62*	50	34	17	-1	18	-2	1	9
48	COC(=O)COC(=O)c1ccccc1NC(=O)c1ccccc1	-1	-6	-5	2	0	7	16	-1	-8
49	COCCCNC(=S)NNC(=O)c1ccccc1Br	18	-13	3	-7	-1	3	12	4	7
50	CCCN(CCC)CCCNC(=S)Nc1ccc2nc(N3CCN(CC)CC3)cc(C)c2c1	-276	4	-8	-8	-13	1	4	12	0

3 compounds from above, ordered by their value in HKDC1 inh, lowest first.
nr | Molecule | HKDC1 inh
37 | COc1cc(C=O)ccc1Oc1nnnn1-c1ccccc1 | -5
46 | CSc1nnc(-c2ccc(Br)s2)n1C | -4
39 | Cc1cc[n+](-c2nc3ccccc3nc2[N-]S(=O)(=O)c2ccccc2)cc1 | 8
